Screening data deposited in PubChem by National Center for Advancing Translational Sciences (NCATS).
DRD3 agonist – agonists of human D3 dopamine receptor; P35462; D3R DiscoveRx beta-arrestin cells, luminescence, 90 min; max activation, %; 0.58% of 410,000 active; AID 652048; in the data active = max activation above about 30%; also: 0% is about no effect; mostly tested at two doses, the higher about 12 µM
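Agonist-mode cell screen: cells plated at 1500/well and incubated overnight at 37 °C, then exposed to library compounds for 90 min at 37 °C. Detection reagent was added for 30–60 min at room temperature, and luminescence was read.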
TDP43 rescue – TDP-43 toxicity inhibition in yeast; TDP-43 expressing yeast growth rescue, BacTiter-Glo, 24 h; Potency, µM (highest dose often 46.1 µM), for the others: at the top dose growth rescue (activation), actives largely listed as activators; 1.8% of 410,000 active; also: potency is read from the fitted curve at half-maximal effect; % of control where 0% means no effect; nearly all actives have a fitted effect of over 50% in size
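Growth rescue of TDP-43-toxic yeast measured as ATP luminescence (BacTiter-Glo). Cells grown to mid-log in raffinose, induced in galactose at OD600=0.02, exposed to compound 24 hr at 30 deg C.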
GLP1R inv ag – inverse agonists of human GLP-1 receptor; P43220; HEK293 GLP-1R CRE-luciferase, luminescence, 24 h; GLP-1R form is constitutively active; Potency, µM (top dose mostly 38.3 µM), without a hit: at the top dose activity change, negative = inhibition, usual class: inhibitors; 1.6% of 410,000 active; also: potency is read from the fitted curve at half-maximal effect; % is scaled to controls: 0 for no effect and ±100 for the full control effect; nearly all actives have a fitted effect of over 55% in size
Target sequence (P43220 whole entry, looked up): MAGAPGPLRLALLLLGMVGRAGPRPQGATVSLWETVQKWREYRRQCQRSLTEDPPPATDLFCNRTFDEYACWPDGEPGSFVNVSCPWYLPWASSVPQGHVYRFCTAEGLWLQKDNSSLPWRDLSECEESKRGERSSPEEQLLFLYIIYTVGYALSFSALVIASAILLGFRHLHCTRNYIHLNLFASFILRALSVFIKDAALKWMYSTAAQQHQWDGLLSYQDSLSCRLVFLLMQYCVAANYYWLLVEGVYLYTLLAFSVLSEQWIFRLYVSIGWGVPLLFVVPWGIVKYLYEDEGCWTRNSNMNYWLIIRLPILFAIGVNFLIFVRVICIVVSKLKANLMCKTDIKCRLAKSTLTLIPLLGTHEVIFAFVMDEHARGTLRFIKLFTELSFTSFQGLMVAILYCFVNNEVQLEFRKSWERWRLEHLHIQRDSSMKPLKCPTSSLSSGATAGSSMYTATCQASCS
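Stable HEK293 clone (constitutively active GLP-1R + cAMP-response luciferase); 200 cells/uL plated, 12 h pre-culture, compound 24 hr, 37 deg C/5% CO2; detection reagent 12 min RT; luminescence.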
D3 antag – blocks the human D3 dopamine receptor. 2.5% of 360,000 active. max response, negative = inhibition, %. P35462. D3R cells, DiscoveRx beta-arrestin luminescence, antagonist mode; hits give low values; in the data active = max response below about -50%; inconclusive = no clear call, values can overlap the other calls; also: % is scaled to controls: 0 for no effect and ±100 for the full control effect; mostly tested at two doses, the higher about 12 µM
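Cells expressing the human receptor were seeded at 1500 cells/well, incubated overnight at 37 degrees C in 5% CO2, then exposed to library compounds with dopamine controls for 90 minutes at 37 degrees C before luminescent detection.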
HEK293 tox – cytotoxicity counter-screen for GLP-1 receptor inverse agonists | AID 624418 | Potency, µM (titrated, usually from 38.3 µM), inactives show at the highest dose activity change, negative = inhibition, usual class: inhibitors | 0.13% of 410,000 active | HEK293 cAMP-luciferase reporter cells, luminescence, 24 h;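 also: loss of luciferase light is scored as toxicity; potency is read from the fitted curve at half-maximal effect; % is scaled to controls: 0 for no effect and ±100 for the full control effect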
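Step one: seed cells (200 cells/uL, DMEM with 10% Nu serum, 1% pen-strep). Step two: 12-hour incubation at 37 deg C. Step three: pin 23 nL compound, incubate 24 hr. Step four: add luciferase reagent, read luminescence 12 min later.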
PTHR1 ag – PTHR1 (human) receptor agonism. HEK293 GP2 PTHR1 cells, GloSensor cAMP luminescence, 1 h. Potency, µM (titrated, usually from 115 µM), inactives show at the highest dose activation, usual class: activators. 0.075% of 410,000 active; also: potency is read from the fitted curve at half-maximal effect; nearly all actives have a fitted effect of over 55% in size; some results filed as inactive show a strong effect at the top dose; inactives centre near -15; many of its hits are not listed in these tables
Target sequence (Q03431 whole entry, looked up): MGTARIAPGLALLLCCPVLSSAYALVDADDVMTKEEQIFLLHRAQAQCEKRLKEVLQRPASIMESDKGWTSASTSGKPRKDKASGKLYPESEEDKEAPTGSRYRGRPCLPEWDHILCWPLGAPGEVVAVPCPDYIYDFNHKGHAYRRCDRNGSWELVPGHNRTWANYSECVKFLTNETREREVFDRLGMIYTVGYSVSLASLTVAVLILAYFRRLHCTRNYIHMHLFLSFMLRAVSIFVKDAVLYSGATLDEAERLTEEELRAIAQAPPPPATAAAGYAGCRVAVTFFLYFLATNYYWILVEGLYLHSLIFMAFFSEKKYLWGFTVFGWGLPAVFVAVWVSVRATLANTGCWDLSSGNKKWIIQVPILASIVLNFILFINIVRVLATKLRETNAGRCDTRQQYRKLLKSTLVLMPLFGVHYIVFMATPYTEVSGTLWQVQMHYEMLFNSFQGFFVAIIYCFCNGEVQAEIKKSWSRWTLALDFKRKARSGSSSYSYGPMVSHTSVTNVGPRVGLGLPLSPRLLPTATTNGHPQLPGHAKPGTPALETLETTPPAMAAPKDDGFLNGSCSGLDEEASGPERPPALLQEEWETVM
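HEK-293-derived GP2 cells expressing PTHR1 and a GloSensor cAMP reporter, 3,000/well, plated overnight, given luciferin plus IBMX (each 0.5 mM as added) for 1 h at 37 °C, then compound for 1 h at 37 °C. Luminescence was read after 15 min at room temperature.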
aSyn rescue – inhibitors of alpha-synuclein toxicity in yeast | Yeast expressing alpha-synuclein, growth rescue, BacTiter-Glo, 24 h | Potency, µM (series often up to 46.1 µM), inactives show at the top dose growth rescue (activation), hits mostly activators | 0.14% of 370,000 active | AID 652106; also: potency is read from the fitted curve at half-maximal effect; % of control where 0% means no effect; nearly all actives have a fitted effect of over 65% in size
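Readout is rescue of growth in alpha-synuclein-expressing yeast, so inhibitors of toxicity appear as activators. Growth after 24 hr at 30 deg C in galactose medium is quantified by luminescence.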
KB-V1 MDR tox – kills drug-selected multidrug resistant KB-V1 cells | AID 1347076 | 3.4% of 400,000 active | Potency, µM (series often up to 46.1 µM), inactives show at the highest dose activity change, negative = cytotoxicity, actives largely listed as cytotoxic | KB-V1 MDR cells viability, CellTiter-Glo, 72 h; also: potency is read from the fitted curve at half-maximal effect; % is scaled to controls: 0 for no effect and ±100 for the full control effect; nearly all actives have a fitted effect of over 60% in size
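Drug-selected KB-V1 cells, grown in DMEM lacking phenol red with 10% FBS, receive compound titrations; after three days at 37 degrees C, surviving cell ATP is quantified by CellTiter-Glo luminescence and responses normalized and curve-fitted.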
GLP-1R agonist – agonists of human GLP-1 receptor | HEK293 GLP-1R CRE-luciferase, luminescence, 4-6 h; cells express a hypersensitive GLP-1R form | 0.007% of 380,000 active | Potency, µM (top dose mostly 45.6 µM), for the others: at the highest dose activation, usual class: activators | P43220 | AID 624172; also: potency is read from the fitted curve at half-maximal effect; % of control where 0% means no effect
The depositor's hits bear a star; i = inactive; ? = inconclusive; . = not tested or not shown; [ ] = dose if it differs, or a comment. Unless noted, calls follow the shape of the dose curve; as a rule, active = well fitted curve in the direction sought with a large enough effect; inconclusive = small, poorly fitted or top-dose-only effect, or another doubt; inactive = no such curve, though single readings can be large; an effect the other way counts as inactive or inconclusive. Not all compounds are listed; the hit share may differ from the screen's.

SMILES	DRD3 agonist	TDP43 rescue	GLP1R inv ag	D3 antag	HEK293 tox	PTHR1 ag	aSyn rescue	KB-V1 MDR tox	GLP-1R agonist
COc1ccc(C2C(C(=O)Nc3cccc(C)n3)c3ccccc3C(=O)N2C)cc1 (stereo unspecified)	0	-5%	5%	6	74%[activator]	-6%[57.5 µM]	-2%	-21%	0%
O=C1NC(=S)N/C1=C/c1cccc([N+](=O)[O-])c1	2	-2%	6%	-20	6%	-4%	-7%	15%	2%
O=C(Nc1cc2c3c(c1)CC(=O)N3CCC2)c1ccccc1C(F)(F)F	3	11%	38%[activator]	-3	-2%	i	3%	?	-1%
COc1ccc(C)cc1S(=O)(=O)N(C)CC(=O)NCc1ccco1	2	-3%	-6%	?	23%	0%	-2%	0%	-18%
Cc1ccc(C)c(NC(=O)CN2C(=O)NC(CCc3ccccc3)C2=O)c1 (stereo unspecified)	5	-9%	-6%	2	0%	-6%	-6%	-2%	3%
O=C(Nc1nc2ccc(S(=O)(=O)N3CCCCC3)cc2s1)C1CCCO1 (stereo unspecified)	-3	?	-11%	-3	-13%	-9%[57.5 µM]	6%	-4%	0%
O=C(Nc1ccccc1F)C1CCN(C(=O)NC2CCCCC2)CC1	6	15%	-18%	6	-1%	-3%	-1%	-2%	2%
CCOc1ccc(-c2n[nH]c(=S)n2/N=C/c2cc3c(cc2[N+](=O)[O-])OCO3)cc1	-26	-9%	8%	-20	-4%[1.53 µM]	-54%[inhibitor]	-6%	-20%	0%
OCCCNc1nc(-c2ccccc2)c2cc(Br)ccc2n1	11	4%	-15%	-3	160%[activator]	21%	10%	?	30%
CCO/N=C(\C)c1c(O)cc(C(C)C)n(-c2ccccc2)c1=O	-14	1%	?	-13	16%	-16%	17%	-14%	6%
COc1cccc(OC)c1C(=O)Nc1cc2c(cc1N1CCOCC1)n(C)c(=O)n2C	10	-4%	174%[activator]	23	-10%	i	4%	10%	28%
Cc1ccc2c(CC(=O)N(Cc3ccc(Cl)cc3)Cc3ccco3)coc2c1	-7	?	?	.	-1%	-22%	.	.	.
Nn1c(SCC(=O)NC2CCCc3ccccc32)nnc1C1CC1 (stereo unspecified)	-8	11%	-5%	7	7%	-29%	-2%	7%	-2%
Cc1oc2c(O)c(O)ccc2c(=O)c1-c1ccc(Cl)cc1	21	-8%[1.82 µM]	66%[activator]	30	-9%	i	-2%	13%	18%
O=C(O)c1cc(-c2ccco2)nn1-c1cccc(Cl)c1	6	16%	8%	0	22%	i	12%	8%	-2%
CCCS(=O)(=O)NC(=O)C1(C)CCN(C(=O)c2cccc(OC(F)(F)F)c2)C1 (stereo unspecified)	9	15%	6%	11	2%	-18%	7%	0%	0%
Cc1ccc(C(=O)Nc2ccc(C(=O)OCc3cc(=O)n4nc(C5CC5)sc4n3)cc2)cc1	-13	9%	6%	.	3%	-43%[inhibitor]	.	4%	.
COC(=O)c1cc2oc(C)cc2n1Cc1ccc(C)cc1	-9	8%	?	.	-6%	i	.	.	.
CCOC(=O)N1CCN(c2ccccc2O)CC1	0	4%	-3%	7	-14%	i	2%	3%	-7%
COc1ccccc1-c1nnc(SCC(=O)N2CCCCC2)o1	-5	0%	16%	1	5%	-22%	5%	.	-6%
CC(C)(C)c1ccc(S(=O)(=O)N2CCN(Cc3noc(CCC(=O)N4CCCCC4)n3)CC2)cc1	5	0%	-27%	.	14%	-49%[inhibitor]	.	-19%	.
COc1cc(OC)c(OC)cc1CNCC1COc2ccccc2O1 (stereo unspecified)	-10	15%	-3%	0	15%	i	0%	-28%	1%
COc1ccc(NC(=O)Cc2coc3cc(C)ccc23)cc1S(=O)(=O)N1CCOCC1	-4	8%	0%	40	0%	i	4%	18µM*	7%
CC(=O)c1[nH]c(C)c(C(=O)N2CCCC(Nc3ccc(C(C)C)cc3)C2)c1C (stereo unspecified)	-21	-7%	?	-6	-8%	-81%[inhibitor]	-1%	.	-1%
COc1ccc(CN2C(=O)C(CC(=O)NCC3CCCCC3)CC(C(=O)N(C)C)=C2C)cc1 (stereo unspecified)	1	24%	7%	1	1%	-27%	4%	?	-5%

Complete entries, quoted from the list:
`CC(=O)c1[nH]c(C)c(C(=O)N2CCCC(Nc3ccc(C(C)C)cc3)C2)c1C` (stereo unspecified) is entered as DRD3 agonist = -21; TDP43 rescue = -7%; GLP1R inv ag = ?; D3 antag = -6; HEK293 tox = -8%; PTHR1 ag = -81%[inhibitor]; aSyn rescue = -1%; KB-V1 MDR tox = .; GLP-1R agonist = -1%
`COc1cccc(OC)c1C(=O)Nc1cc2c(cc1N1CCOCC1)n(C)c(=O)n2C` is entered as DRD3 agonist = 10; TDP43 rescue = -4%; GLP1R inv ag = 174%[activator]; D3 antag = 23; HEK293 tox = -10%; PTHR1 ag = i; aSyn rescue = 4%; KB-V1 MDR tox = 10%; GLP-1R agonist = 28%

Next part:
SMILES	DRD3 agonist	TDP43 rescue	GLP1R inv ag	D3 antag	HEK293 tox	PTHR1 ag	aSyn rescue	KB-V1 MDR tox	GLP-1R agonist
CCN1CCCC1CNC(=O)C(=O)NCCc1ccc(OC)c(OC)c1 (stereo unspecified)	11	-2%	12%	9	2%	i	-1%	-2%	5%
CC(C)(C)OC(=O)C(C)(C)O/N=C(\C(=O)O)c1csc(N)n1	5	4%	10%	8	1%	i	4%	?	-3%
C=CCNC(=O)CCCCC(=O)NCC=C	11	-17%	9%	16	-24%	i	1%	5%	5%
C1=C(c2ccco2)N2CCN=C2S1	2	0%	9%	0	0%	-25%	-5%	-5%	0%
CCOC(=O)N1CCN(C(=O)c2cnn(-c3ccccc3)c2NC(=O)c2ccccc2F)CC1	16	-14%	1%	7	-9%	-12%[57.5 µM]	4%	-7%	-1%
CCOC(=O)Nc1nc(-c2ccccc2)c(C(=O)c2ccccc2)s1	-10	16%	?	?	-33%	i	1%	1.2µM*	4%
O=C(CNC(=O)c1ccc(OC(F)F)cc1)NCC1(N2CCOCC2)CCCCC1	0	6%	-23%	-9	-3%	i	-10%	4%	9%
CCC(C)n1c(NC(=O)c2ccccc2)c(C#N)c2nc3ccccc3nc21 (stereo unspecified)	-2	0%	?	-11	177%[activator]	-13%	-3%	?	-22%
COc1ccc(CCNC(=O)[C@@H](NC(N)=O)C(C)C)cc1	3	-10%	5%	7	-5%	i	10%	0%	10%
O=C(CSc1nc2ccsc2c(=O)n1Cc1ccc(C(=O)O)cc1)NCc1ccco1	-6	-25%	15%	3	1%	i	-3%	9%	0%
O=C(Nc1ccccc1F)c1ccc2c(Cl)c3c(nc2c1)CCC3	-6	-9%	?	.	-23%	-53%[inhibitor]	.	-16%	-2%
COC(=O)C1CCCN1S(=O)(=O)c1ccccc1NC(=O)c1cc(OC)c(OC)c(OC)c1 (stereo unspecified)	0	4%	12%	0	-17%	i	0%	-9%	4%
CC(C)c1cnc2c(c1SCC(=O)c1ccc(Cl)cc1)c(=O)n(C)c(=O)n2C	-5	-17%	?	.	3%	i	.	.	.
CCN(C(=O)COC(=O)/C=C/c1cccc([N+](=O)[O-])c1)c1ccccc1	-1	-10%	-12%	6	-6%	-21%	-2%	-9%	14%
CNCc1cc2ccc(C)cc2[nH]c1=O	-6	8%	-5%	?	-12%	i	0%	19%	-4%
O=C(NN=C1CCCCCCC1)c1ccccn1	-5	-12%	3%	19	-4%	i	-4%	-1%	-10%
COCC(=O)Oc1c(Sc2ccc(C)cc2)c(C)nn1C(C)(C)C	4	?	-17%	.	-7%	-8%	.	18%	.
CCOc1ccccc1NC(=O)c1ccc2c(c1)CCCN2S(C)(=O)=O	-6	6%	17%	.	0%	-2%	.	16%	.
CC(C)(C)c1ccc(/C=C/C(=O)N2CCc3ccccc3C2)cc1	5	0%	?	5	?	-31%[inhibitor]	-3%	-26%	8%
O=C(N/C(=C/c1cccc([N+](=O)[O-])c1)C(=O)N1CCOCC1)c1ccc(Br)cc1	-6	-10%	4%	-10	-1%	i	-5%	?	8%
CCN(CC)CCCN1C=C2C(=O)C(C)(OC(=O)C3CCCC3)C(=O)C=C2C=C1c1ccsc1 (stereo unspecified)	-2	8%	14%	-14	8%	-21%	2%	15%	7%
Cc1ccc(C(=O)Nc2cccc(C(F)(F)F)c2)cc1Nc1ncnc2nc[nH]c12	-2	5%	5%	-11	1%	-50%[inhibitor]	0%	?	6%
Cc1cccc(NC(=O)CSc2ccc(-c3ccc4c(c3)OCO4)nn2)c1C	3	9%	10%	-8	9%	i	9%	5%	-1%
CCOC(=O)CSc1nc2sc3c(c2c(=O)n1-c1ccccc1)CCN(C)C3	-8	22%	0%	9	1%	-17%	8%	-3%	1%
CCN(C(=O)CN1CCc2ccccc21)c1c(N)n(Cc2ccccc2)c(=O)[nH]c1=O	1	-4%	6%	-7	4%	-2%	-1%	-3%	2%

5 compounds picked at random from those above, as already listed:
SMILES	DRD3 agonist	TDP43 rescue	GLP1R inv ag	D3 antag	HEK293 tox	PTHR1 ag	aSyn rescue	KB-V1 MDR tox	GLP-1R agonist
CCN(CC)CCCN1C=C2C(=O)C(C)(OC(=O)C3CCCC3)C(=O)C=C2C=C1c1ccsc1 (stereo unspecified)	-2	8%	14%	-14	8%	-21%	2%	15%	7%
O=C(Nc1ccccc1F)c1ccc2c(Cl)c3c(nc2c1)CCC3	-6	-9%	?	.	-23%	-53%[inhibitor]	.	-16%	-2%
C1=C(c2ccco2)N2CCN=C2S1	2	0%	9%	0	0%	-25%	-5%	-5%	0%
COc1ccc(CCNC(=O)[C@@H](NC(N)=O)C(C)C)cc1	3	-10%	5%	7	-5%	i	10%	0%	10%
Cc1ccc(C(=O)Nc2cccc(C(F)(F)F)c2)cc1Nc1ncnc2nc[nH]c12	-2	5%	5%	-11	1%	-50%[inhibitor]	0%	?	6%
